Assay outcomes: PubChem BioAssay, National Center for Advancing Translational Sciences (NCATS)
AMA1-RON2 inh – inhibitors of Plasmodium falciparum AMA1-RON2 interaction | AlphaScreen AMA1-biotinylated RON2 peptide binding | Potency, µM (titrated, usually from 58.2 µM), for inactives: at the top dose activity change, negative = inhibition, usual class: inhibitors | hit rate 0.2% among 360,000 | AID 720542; active = well fitted inhibition curve with a large enough effect; inconclusive = small, poorly fitted or top-dose-only effect; inactive = no such curve, though single readings can be large or run the other way;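 note: potency is the fitted concentration of half-maximal effect; 0% = vehicle wells and -100% = peptide control; nearly all actives have a fitted effect of over 45% in size; some results filed as inactive show a strong effect at the top dose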
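AMA1 (3D7) with his tag at 25 nM final met compounds first, then biotinylated RON2 peptide at 25 nM; detection used donor plus acceptor beads, 10 µg/mL apiece, read by AlphaScreen after 30 min at room temperature.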
HCMV inh – inhibitors of human cytomegalovirus; HFF cells, HCMV-luciferase reporter, 72 h; hits give low values; activity change, negative = inhibition, % at 57.5 µM; hit rate 4.5% among 410,000; AID 1259415; in the data active = activity change below about -60%; inconclusive = no clear call, values can overlap the other calls; inactive = above about -39%
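Screen run at 2 compound doses on HFFs infected with reporter HCMV, MOI 1 PFU/cell. Luciferase activity from cell lysates at 72 h post infection gave inhibition relative to buffer-only and Salinomycin wells.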
Starred values were filed as active, the others as inactive; ? = inconclusive; [ ] = remark or other dose. Unless noted, % is set by controls: 0 for no effect and ±100 for the full control effect. Some of the compounds tested; the hit share may differ from the screen's.

Below each SMILES – HCMV inh, AMA1-RON2 inh
> CCC1CCCCN1S(=O)(=O)c1ccc(NC(=O)C2CC(=O)N(C(C)(C)C)C2)cc1 (stereo not given)
    60, 11%
> CC(=O)Nc1cc(-c2ccc(N(C)C)cc2)cn2c(-c3ccc(F)c(Cl)c3)cnc12
    -14, -13%
> O=Cc1cc(OCc2ccccc2)ccc1[B-](F)(F)F
    -19, 7%
> CC12CCCCC1=CC(=O)CC2 (stereo not given)
    -9, -1%
> CCc1cccc(-n2c(SCC(=O)c3c(N)n(C4CC4)c(=O)[nH]c3=O)nnc2N2CCOCC2)c1
    -8, 28%[11.6 µM]
> Cc1ccccc1Nc1nc(N)nc(COC(=O)[C@@H](NC(=O)c2ccco2)C(C)C)n1
    7, 9%
> CCCCc1c(-c2ccccc2OC)ncn1CCc1ccc(OC)cc1
    -64*, -14%
> COC(=O)c1ccccc1N=NNc1ccc([N+](=O)[O-])cc1
    17, -16%
> CNc1ncnc2c1ncn2[C@H]1CN(Cc2ccncc2)C[C@@H](CO)O1
    5, 16%
> Cc1cc(=O)c(C(=O)O)c(C)n1-c1ccccc1
    -62*, -17%
> OC1c2c(F)cccc2N=C2CCCCCN21 (stereo not given)
    18, -3%
> CCc1ccc(N2C=C(C(=O)OC)C(c3ccc(OC)cc3)C(C#N)=C2N)cc1 (stereo not given)
    -77*, 19%
> COc1ccccc1N1CCN(C(=S)NC(=O)c2ccc([N+](=O)[O-])cc2)CC1
    -7, 115%[activator]
> COc1ccc(CN2Cc3cc(-c4ccccc4)ccc3-n3nncc3C2)cc1
    25, ?
> Cc1nc2ccccc2c(=O)n1-c1c(Cl)cccc1Cl
    30, 7%
> CC(=O)Nc1ccc(N2CCOCC2)c(S(=O)(=O)Nc2ccccc2Cl)c1
    -11, -6%
> CSCCNC(=O)C1(C)CCN1C(=O)c1sccc1C (stereo not given)
    -26, -1%
> O=C(Cn1cc(COc2ccc(Cl)c(Cl)c2)nn1)NS(=O)(=O)c1ccccc1OC(F)(F)F
    -23, 2%
> COc1ccc(C(=O)N2C=Cc3ccccc3C2C#N)cc1 (stereo not given)
    -26, -7%
> CCOC(=O)C1=CCN(S(=O)(=O)c2ccccc2C)C1c1cccc(Cl)c1 (stereo not given)
    -10, 1%
> COc1ccc(-c2ccc3c(c2)C2CC3CCN2CCC#N)cc1 (stereo not given)
    -29, -5%
> O=C(NNC(=O)c1ccco1)c1ccco1
    53, 15%
> CCCCN(C)C(=O)c1ccc(Nc2nc(C(N)COCc3ccccc3)cs2)nc1 (stereo not given)
    -8, 52%[activator]
> CCOC(=O)[C@]12Cc3cc(OC)ccc3[C@H]1N(CCC(=O)OC)C(=O)c1cc(OC)ccc12
    -107*, -5%
> COC(=O)[C@]12CCCCC=C1N(Cc1cccc3ccccc13)C(=O)[C@H](CC(=O)N1CCCCC1)C2
    7, -14%
> CC(C)(C)NC(=O)C(c1ccnc2ccccc12)n1c(=O)c(-c2ccco2)nc2ccccc21 (stereo not given)
    14, 4%
> Cc1ccccc1CSCC1Nc2ccc(C(=O)NCCc3ccccc3)cc2NC1=O (stereo not given)
    -23, 10%
> CC1(C(=O)NCc2cccc3ccccc23)CCN1C(=O)Cc1ccc(-c2ccccc2)cc1 (stereo not given)
    -11, -12%
> Cc1onc(-c2ccccc2)c1C(=O)OCC(=O)c1ccc[nH]1
    5, 6%
> COc1ccc(-c2oc3c(c2C(=O)OCCCO)C(OCCCCCO)CCC3)cc1 (stereo not given)
    11, -4%
> Cc1cc(NC(=O)CS(=O)(=O)c2cn(Cc3cccc(C(F)(F)F)c3)c3ccccc23)no1
    -15, 10%
> CC(C)(C)c1ccc(CC(=O)N2CCC2(C)C(=O)NS(=O)(=O)c2cccc(C#N)c2)cc1 (stereo not given)
    0, 0%
> CC1(C(=O)Nc2ccc3c(c2)OCCO3)CSCC(=O)N1CCOc1ccccc1 (stereo not given)
    -12, -22%
> C[C@@H]1CN([C@@H](C)CO)C(=O)c2c(c3ccccc3n2C)-c2ccccc2CO[C@H]1CN(C)C(=O)C1CC1
    84, -5%
> CCOC(=O)C[C@H]1c2ccccc2S(=O)(=O)N1Cc1cccc(C(F)(F)F)c1
    5, 5%
> CSc1ncnc2c1ncn2CC(=O)C1CCC2C3CCC4=CC(=O)CCC4(C)C3CCC12C (stereo not given)
    -83*, 10%
> Cc1ccc(NC(=O)c2cc(-c3cc(F)ccc3OCC3CCCO3)n[nH]2)cc1NS(C)(=O)=O (stereo not given)
    -3, -8%
> CC1=C(C(=O)N2CCCCCC2)CC(CC(=O)NCCCCc2ccccc2)C(=O)N1CCC1=CCCCC1 (stereo not given)
    9, -6%
> Cc1ccc(F)c(S(=O)(=O)NC(=O)C2(C)CCN2C(=O)C2(c3ccc(Cl)cc3)CCC2)c1 (stereo not given)
    11, 7%
> CCC(=O)N[C@@H]1CC[C@@H](CCNC(=O)Nc2ccc(F)cc2)O[C@@H]1CO
    -8, 0%
> COC(=O)c1cc(Br)ccc1NC(=O)Nc1ccc(C)cc1
    -12, -11%
> CC(C)C[C@H]1CNC(=O)C(=O)N1C[C@@H]1CCCN1C[C@H](Cc1ccccc1)N1C[C@H](CC(C)C)N(CC2CCCCCC2)C(=O)C1=O
    -5, 6%
> CCOc1ccc(NC(=O)c2cccc(S(=O)(=O)Nc3c(C)n(C)n(-c4ccccc4)c3=O)c2)cc1
    -34, -1%
> O=C(CN1CCN(C(=O)CNC(=O)c2ccc(-c3ccccc3)cc2)CC1)Nc1ccccc1Cl
    ?, 6%
> C/C(=N\NC(=O)C1CCCC1)c1ccc(NC(=O)C(F)(F)F)cc1
    12, 1%
> C[C@H]1CCC/C=C/[C@@H]2C[C@H](O)C[C@H]2[C@@H](O)/C=C/C(=O)O1
    -76*, -9%
> COc1cccc(C(C)=NNc2ccc([N+](=O)[O-])cc2[N+](=O)[O-])c1OC
    11, -14%
> COc1ccc([C@H]2C[C@@H](n3cc(COC(=O)c4ccccc4)nn3)[C@H](O)CN2Cc2cccs2)cc1
    -12, -4%
> Cc1ccc(NCCCn2cnc(C(=O)Nc3ccc(C)c(C)c3)n2)cc1C
    4, 1%
> COc1ccc(CN(C)C(=O)C2CSC3(C)CCC(=O)N23)c(OC)c1 (stereo not given)
    0, 6%
> O=C(c1ccccc1)c1ccc(C(=O)O)c(C(=O)O)c1
    -7, 4%
> CCOC(=O)c1c(NC(=O)COC(=O)CCNS(=O)(=O)c2ccccc2)sc(C(=O)NC)c1C
    -11, 41%[activator][11.6 µM]
> C[C@H]1CN(c2ccccc2)C(=O)[C@@H]1CC(=O)Nc1ccc(Br)cc1
    -11, 5%
> CC1(C(=O)Nc2cnc3ccccc3c2)CCN1C(=O)c1ccccc1CCc1ccccc1 (stereo not given)
    -37, -9%
> CN(C)c1nc(OCc2ccccc2)c2ncc(=O)[nH]c2n1
    -5, -5%
> CC(=NNC(=O)C(C)SC(C)C(=O)NN=C(C)c1cccnc1)c1cccnc1 (stereo not given)
    -4, ?
> CC1NC(=O)c2cccnc2-n2c1nc1cc(F)ccc1c2=O (stereo not given)
    25, -8%
> CC(C)C[C@H]1CN([C@@H](Cc2ccc(O)cc2)CN2CCC[C@@H]2CN2C(=S)NC[C@@H]2Cc2ccccc2)C(=S)N1CC1CCCCC1
    -16, 28%
> CC12CCC(C(=O)CC1=O)C2(C)C (stereo not given)
    8, 3%
> Cc1cccc(S(=O)(=O)N2C[C@@H](O)COC[C@@H]3O[C@H](CC(=O)NCCCN4CCOCC4)CC[C@H]32)c1
    -1, -8%

Further compounds follow.
Below each SMILES – HCMV inh, AMA1-RON2 inh
> COCCN(C(=O)c1cc(-c2ccc(F)cc2)nc2ccccc12)c1c(N)n(CC(C)C)c(=O)[nH]c1=O
    -40, 4%
> O=C(Cc1ccccc1)NCC1COc2ccccc2O1 (stereo not given)
    54, 17%
> O=C1NC(=O)C([N+](=O)[O-])=C(O)C1=O
    -14, -3%
> CCOC(=O)C1CCN(CCCSc2ccccc2)CC1
    24, -4%
> COC(=O)CCc1ccc(OCC(O)CNC(C)C)cc1 (stereo not given)
    -64*, 10%
> COCCNC(=O)c1cccc2c(-c3cccc(C(N)=O)c3)coc12
    0, -8%
> COC(=O)C[C@@H]1CC[C@@H](NC(=O)Nc2cc(F)ccc2F)[C@@H](CO)O1
    -2, 4%
> CCc1ccc(/C=C2\SC(=S)N(CCCC(=O)N(CCO)c3ccccc3)C2=O)cc1
    -98*, ?
> COc1ccc(C(O)c2nc(-c3cccc(C(C)C)c3)cs2)cc1 (stereo not given)
    ?, -1%
> Cc1ccc(NC(=O)c2ccc(S(=O)(=O)N3CC(C)CC(C)C3)cc2)cc1S(=O)(=O)N1CCOCC1 (stereo not given)
    ?, -7%
> O=C(c1ccncc1)N(c1ccc(N2CCOCC2)cc1)C(c1ccccc1)c1nc2ccccc2[nH]1 (stereo not given)
    52, -13%
> N#Cc1ccc(C=NN2CCCCCC2)cc1
    9, 28µM*
> O=C1CC(SC(=S)C2CCCC2=O)C(=O)N1 (stereo not given)
    ?, ?
> O=C(COC(=O)c1ccc([N+](=O)[O-])o1)Nc1ccc2c(c1)OC(F)(F)O2
    -25, -9%
> CCNC(=O)C[C@@H]1CC[C@@H]2NC[C@@H](O)COC[C@H]2O1
    4, 3%
> CCN(CC(=O)N1CCC(C(N)=O)CC1)S(=O)(=O)c1cc(Cl)ccc1Cl
    -20, 10%
> CC(=O)c1cccc(NC(=O)C2Cc3c(-c4cccc(C(C)=O)c4)ccnc3O2)c1 (stereo not given)
    ?, 0%
> COc1ccc(Cl)c(-c2cc(C(=O)NC(C)C)[nH]n2)c1
    -34, -7%
> Cn1c(O)c(C=NCCCCCC(=O)O)c(=O)n(C)c1=O
    -29, -2%
> Cc1nnc2c3ccccc3ccn12
    10, -3%
> COc1cc(=O)oc(-c2ccccc2)c1C(C)=O
    -21, 2%
> COc1ccc(-c2coc3c(C(=O)NCc4ccco4)cccc23)c(C)c1
    ?, -29%
> CC(C)CCNC(=O)c1onc(CSc2ccccn2)c1C(=O)NCCC(C)C
    -12, 0%
> O=S1(=O)N[C@@H](Cc2ccccc2)COc2cccc(N3CCN(Cc4ccccc4F)CC3)c21
    -23, -13%
> OC[C@@H]1CN(Cc2ccco2)C[C@H](n2cnc3c(N4CCN(c5ccccc5)CC4)ncnc32)O1
    -24, -10%
> CCOC1=C2[C@H]([C@H]3C(=O)N(c4ccccc4)C(=O)[C@H]3C1)[C@@H](C(C)C)N(S(=O)(=O)c1ccc(C)cc1)[C@H]2c1ccccc1
    14, -4%
> CCOC(=O)[C@]12Cc3c(cc(OC)c(OC)c3OC)[C@H]1N(Cc1ccccc1)C(=O)c1cc(F)c(F)cc12
    -61*, -12%
> CC1(NCc2ccc(Cl)cc2)COP(=O)(NCc2ccccc2)OC1 (stereo not given)
    -83*, -7%
> COc1ccccc1CNC(=O)Nc1nnc([C@H]2C[C@H](O)[C@@H](CO)O2)s1
    14, 6%
> OC[C@@H]1CN(Cc2ccncc2)C[C@H](n2cnc3c(N4CCN(c5ccccc5)CC4)ncnc32)O1
    -88*, -5%
> CCN(CC)c1ccc(S(=O)(=O)N2CCCCC2)cc1NC(=O)CSCc1c(C)noc1C
    14, 1%
> O=C(Cc1cccc(NC(=O)C2CCCN(C(=O)C3CCCCC3)C2)c1)Nc1ccc(C(=O)N2CCOCC2)cc1 (stereo not given)
    -19, -2%
> CCOC(=O)C1CCCN(C(=O)c2ccc(SC(F)(F)F)cc2)CC1 (stereo not given)
    1, -5%
> CCCCC(=O)Nc1cc(OC)c(NC(=S)Nc2ccc(OC)cc2)cc1OC
    -7, 5%
> O=C(Nc1ccc(C(=O)N2CCCC2)cc1)c1cccc(C(F)(F)F)c1
    ?, -4%
> CCc1nc2ccc(C(=O)NCCN3CCOCC3)cn2c1N(C=O)Cc1ccc(OC)cc1
    -3, 2%
> CCSc1nnc(NC(=O)C2CCCN(C(=O)c3ccc(Cl)cc3)C2)s1 (stereo not given)
    -27, 13%
> CC1(C(=O)NS(=O)(=O)c2cccc(C#N)c2)CCN1C(=O)c1ccc(C2CCCCC2)cc1 (stereo not given)
    20, -2%
> C[C@@H]1CN([C@H](C)CO)C(=O)c2cc(NC(=O)Nc3ccc(F)cc3)ccc2O[C@@H](C)CCCCO[C@H]1CN(C)Cc1ccc(C(=O)O)cc1
    0, 8%
> N#Cc1c(/N=C/c2cc(Br)cs2)sc2c1CCC2
    46, ?

Already shown: 7 of the compounds above.
Below each SMILES – HCMV inh, AMA1-RON2 inh
> COc1cc(=O)oc(-c2ccccc2)c1C(C)=O
    -21, 2%
> COc1ccc(-c2coc3c(C(=O)NCc4ccco4)cccc23)c(C)c1
    ?, -29%
> CC(C)CCNC(=O)c1onc(CSc2ccccn2)c1C(=O)NCCC(C)C
    -12, 0%
> O=S1(=O)N[C@@H](Cc2ccccc2)COc2cccc(N3CCN(Cc4ccccc4F)CC3)c21
    -23, -13%
> OC[C@@H]1CN(Cc2ccco2)C[C@H](n2cnc3c(N4CCN(c5ccccc5)CC4)ncnc32)O1
    -24, -10%
> CCOC1=C2[C@H]([C@H]3C(=O)N(c4ccccc4)C(=O)[C@H]3C1)[C@@H](C(C)C)N(S(=O)(=O)c1ccc(C)cc1)[C@H]2c1ccccc1
    14, -4%
> CCOC(=O)[C@]12Cc3c(cc(OC)c(OC)c3OC)[C@H]1N(Cc1ccccc1)C(=O)c1cc(F)c(F)cc12
    -61*, -12%
